Screening results: PubChem BioAssay, several laboratories
SSB-PriA inh = inhibitors of Klebsiella pneumoniae PriA binding to SSB C-terminal tail, primary screen, biochemical, AlphaScreen; inhibition, % at 33 µM; AID 1272365, 2023; AlphaScreen SSBct-PriA binding, biotinylated peptide; 430,000 tested, 0.6% active; PriA–SSB C-terminal tail interaction (Klebsiella pneumoniae); in the data active = inhibition mostly above about 37%, no sharp cut-off; inactive = mostly below about 20%;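 note: plate controls were negative control peptide for no effect and reference peptide for full effect; strong numbers were not always called active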
PfHsp40 yeast = rescue of yeast from PfHsp40 toxicity, primary screen, S. cerevisiae, ATP luminescence; S. cerevisiae expressing PfHsp40, growth rescue; growth rescue, % at 12.5 µM; 340,000 tested, 0.68% active; AID 504582, 2011; in the data active = growth rescue above about 28%, passing the limit was not always enough; inconclusive = no clear call, values can overlap the other calls;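 note: yeast W303a lacking pdr1 and pdr3 grown in galactose medium; growth measured after three days at 30 °C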
PrPC surface inh = inhibitors of human cell surface prion protein PrPC, primary screen, cell-based, TR-FRET; 370,000 tested, 0.43% active; Major prion protein (Homo sapiens), P04156; TR-FRET read-out; inhibition, % at 13.8 µM; in the data active = inhibition above about 24%; note: 0% = median of the test wells and 100% = reference compound wells
Anthrax LF inh2 = Bacillus anthracis LF protease inhibitors, primary screen, biochemical, multiplex microsphere, MLPCN library; multiplex microsphere protease cleavage assay; inhibition, % at 10 µM; 360,000 tested, 0.12% active; AID 588501, 2011; note: plate controls were buffer without enzyme for full effect and enzyme alone for no effect
SARS 3CLpro inh = SARS-CoV 3CLpro protease inhibitors, primary screen, biochemical, quenched FRET; inhibition, % at 6 µM; 290,000 tested, 0.14% active; recombinant SARS-CoV 3CLpro, quenched FRET peptide cleavage; in the data active = inhibition above about 12%
BoNT A protease = BoNT/A light chain protease inhibitors, primary screen, biochemical, flow cytometry, MLPCN library | Botulinum neurotoxin type A light chain protease (Clostridium botulinum A str. ATCC 3502) | multiplex microsphere protease substrate cleavage | inhibition, % at 10 µM | 360,000 tested, 0.17% active | AID 588499, 2011; note: plate controls were buffer without enzyme for full effect and enzyme alone for no effect
BH1578 lux ind = inducers of Vibrio cholerae quorum light production without autoinducers, primary screen, BH1578 luxS cqsA deficient, single point; activation, % at 18.7 µM; V. cholerae BH1578 lux reporter, luminescence, 6 h; AID 588436, 2011; 350,000 tested, 0.16% active; in the data active = activation mostly above about 9.7%, no sharp cut-off; inconclusive = no clear call, values can overlap the other calls; inactive = mostly below about 3.7%; note: not every result past the cut was called active; inactives centre near 0; reference of the scale not given here
TcdB GH inh = TcdB glycohydrolase inhibitors, primary screen, biochemical, single point, plate reader; AID 652162, 2013; TcdB glycohydrolase enzymatic assay; inhibition, % at 9.99 µM; 350,000 tested, 0.24% active; Toxin B (Clostridioides difficile), P18177; in the data active = inhibition above about 10%
Yp Topo-I inh = Yersinia pestis topoisomerase I inhibitors, primary screen, biochemical, cleavage product accumulation, plate reader, single point. DNA topoisomerase I (Yersinia pestis CO92). Y. pestis Topo-I cleavage product accumulation. activity, % at 10 µM. 360,000 tested, 0.064% active. AID 504884, 2011; in the data active = activity above about 50%, passing the limit was not always enough; inconclusive = no clear call, values can overlap the other calls; note: inactives centre near 2
An asterisk follows results filed as active; i = inactive; ? = inconclusive; . = no result given; & = joins results of further samples. Cut-off read from the data, not from the text of the source, unless noted: active = inhibition above about 30%; inconclusive = no clear call, values can overlap the other calls; inactive = below that. The list is partial; rates above refer to the full screens.

Molecule	SSB-PriA inh	PfHsp40 yeast	PrPC surface inh	Anthrax LF inh2	SARS 3CLpro inh	BoNT A protease	BH1578 lux ind	TcdB GH inh	Yp Topo-I inh
Cn1c(SCc2ccccc2F)nc2cccnc21	-12	-1.0	-4	-3	-3	1.8	i	.	-2
O=C(CSc1ccc([N+](=O)[O-])cc1)Nc1ccccc1N1CCOCC1	-11	1.0	-10	-6	.	-2.4	i	-0.3	-2
O=C(COC(=O)c1cccnc1)c1ccc(Cl)c(Cl)c1	-14	-1.7	1	-1	4	-1.2	i	.	1
Cc1cccc(NC(=S)N/N=C/c2c[nH]c3ccccc23)c1	.	18	4	-5	0	-4.0	i	1.2	-8
O=C(CCc1ccc(S(=O)(=O)NCCc2ccccc2)cc1)NCc1ccco1	-6	13	5	-2	0	0.4	2.6	.	4
Cc1ccc(C(=O)NC2CCCN(c3ccc(C(F)(F)F)cn3)C2)cn1 (stereo unspecified)	-3	-0.7	-2	-1	0	0.0	-3.6	-3.1	-6
CCC(=O)c1ccc(OCC(=O)NCCC2=CCCCC2)c(OC)c1	-8	1.8	-6	-1	3	-0.4	i	2.4	30
Cn1nc(-c2ccccc2)cc1NC(=O)Nc1ccccc1F	-3	-0.2	11	.	4	.	-0.7	1.0	-8
CCOc1ccc(-c2ccc(C3=CC(=O)C[C@H](c4ccc(F)cc4)C3)cc2)cc1	.	.	1	-10	.	-0.7	.	-2.4	.
Cc1ccc(C)c(OCC(=O)N/N=C/c2c(C)nn(-c3ccccc3)c2Cl)c1C	.	-0.9	-1	-4	1	-0.5	i	.	6
CCCCNC(=S)NNC(=O)c1cc(C)on1	-3	-0.5	2	-3	4	-1.5	-3.3	0.5	2
CC(=O)C1=C(C)NC(=O)NC1c1ccc(Cl)cc1 (stereo unspecified)	3	0.3	-4	-1	4	-0.2	i	0.7	3
CC(=O)N1CCc2cc(C(=O)CN3CCN(c4cccc(Cl)c4)CC3)ccc21	-5	2.0	-1	-2	-4	0.4	-0.1	1.6	38
Cn1cc([N+](=O)[O-])c(C(=O)NNC(=O)c2ccc([N+](=O)[O-])cc2)n1	5	-0.6	-24	2	0	-1.1	1.7	1.0	-4
O=C(CSCc1ccc(Cl)cc1)N1CCN(Cc2ccc3c(c2)OCO3)CC1	-19	8.6	0	-4	0	0.5	i	.	39
O=C(NCc1ccc2c(c1)OCO2)c1ccc(S(=O)(=O)C(F)F)cc1	-12	-0.1	0	-8	0	0.1	i	1.6	-4
Nc1nc(N2CCN(C(=O)c3ccco3)CC2)nc2ccccc12	-3	-0.7	-10	0	-4	-0.3	-7.1	.	3
C=C(C)CNC(=S)Nc1nc2c(cc1C(=O)OCC)CCCC2	-15	-1.6	0	-2	-5	-2.2	-0.3	0.5	6
O=C1CC(c2cccc(F)c2)c2c(c3ccccc3[nH]c2=O)O1 (stereo unspecified)	-17	-0.7	8	0	-1	-0.8	-1.9	3.1	4
Cc1ccc(S(=O)(=O)Cn2nnnc2C(CC(C)C)N2CCN(C3CCCC3)CC2)cc1 (stereo unspecified)	-7	-1.2	-5	0	-1	1.3	-0.2	-1.1	8
O=C(O)c1cccc(NC2=Nc3cccc4cccc2c34)c1	-6	2.3	-4	-7	-1	-1.0	-0.3	1.3	2
Cn1c(CNC(=O)c2ccco2)nnc1SCC(=O)N1CCN(c2ccccc2)CC1	-1	-0.2	-2	-6	1	-0.9	i	1.8	3
C=CCN(Cc1ccc(Cl)s1)C(=O)c1ccc(F)c(S(=O)(=O)N2CCOCC2)c1	-10	0.2	-1	-5	.	-0.6	i	1.2	35
CCOC(=O)C1=C(CSc2nccn2C)NC(=O)NC1c1ccc(OC)cc1 (stereo unspecified)	-2	-1.7	-3	-2	4	-2.8	-0.2	.	2
CCCCN(CC)C(=O)c1cc2cc3ccc(Cl)cc3nc2o1	-3	1.2	-11	-13	3	1.2	2.2	6.8	42
CCc1ccc2oc(C(=O)Nc3ccc(S(N)(=O)=O)cc3)c(C)c2c1	-25	-0.1	-1	-3	3	1.2	i	-0.1	4
O=C(NNC1=NS(=O)(=O)c2ccccc21)c1ccccc1Cl	-6	0.4	-11	-2	-1	-0.3	i	2.1	-7
Cc1ccc(S(=O)(=O)N(Cc2ccccc2)c2ccccc2C(=O)NCc2cccnc2)cc1	8	0.1	-1	2	2	0.2	-0.3	.	-2
CCC(C(=O)NCCc1ccccc1OC)n1nc(C)c2c(C)n(-c3ccccc3)nc2c1=O (stereo unspecified)	-6	1.2	1	-3	4	0.3	i	-0.9	27
O=C(O)C1CN(c2ncccc2[N+](=O)[O-])C1	-28	-0.6	-2	-8	2	-0.1	0.0	-0.8	-4
Cc1ccc(OC(C)C(=O)O)cc1C (stereo unspecified)	-16	1.1	2	5	-1	0.4	7.7	.	8
CCc1sc(C(=O)Nc2ccc3c(c2)OCCO3)cc1Br	.	-0.2	16	3	3	-0.5	-0.2	1.3	-10
COc1ccccc1-c1oc2ccccc2c1-c1ccccc1OC	-14	-0.1	0	0	.	0.0	i	1.0	21
COc1ccc(CNC(=O)CC[C@H]2O[C@@H](n3cnc4c(NC(=O)c5ccccc5)ncnc43)[C@H](O)[C@@H]2O)cc1	.	.	0	3	.	-0.8	.	0.1	.
O=C(O)CC1(C(=O)O)CC2C=CC1C2 (stereo unspecified)	.	.	1	-1	.	0.2	-0.3	4.1	3
COc1cc(/C=N/Nc2ccc(S(N)(=O)=O)cc2[N+](=O)[O-])cc(OC)c1O	.	3.0	-46	-7	-1	-1.5	i	0.6	-15
Cc1ccc(-n2ccnc(SCC(=O)NCCc3ccccc3)c2=O)cc1F	-8	1.4	4	?	.	0.2	0.0	3.0	-1
COc1ccc(NS(=O)(=O)c2csc(C(=O)Nc3ccccc3)c2)cc1	11	1.1	17	-2	4	-0.4	0.1	2.7	-10
C/C=C/c1ccc(OCC(O)CN(C)Cc2ccc(SC)cc2)c(OC)c1 (stereo unspecified)	4	-0.4	-7	4	-6	-0.9	1.4	0.7	13
Cc1[nH]c2ccc(C(=O)OC(C)C(=O)NC3CCCCC3C)cc2c1C (stereo unspecified)	3	-0.4	7	.	.	.	i	0.1	12
O=C(O)c1ccc(-c2ccc(Cl)cc2Cl)o1	3	-0.5	4	-16	-3	12	i	.	2
CCOC(=O)CS(=O)(=O)c1nc(-c2ccccc2)cc(C(F)(F)F)n1	-19	0.1	12	0	3	-0.1	-0.1	.	-5
Cc1ccc(/C=N/N2CCN(Cc3ccccc3)CC2)cc1	.	1.1	-4	-3	1	0.2	-0.5	-0.1	8
O=C(CN1C(=O)CCSc2ccccc21)Nc1ccc2c(c1)OCCO2	-14	0.4	5	-7	1	-1.4	1.2	.	7
O=C(CN1C(=O)c2cccc3cccc(c23)C1=O)N1CCCCC1	-2&-10	-1.4	-36	0	-7	-0.1	-0.3	0.2	6
O=C(NC1CCCCC1)C1CCN(S(=O)(=O)c2cccc3cccnc23)CC1	-19	0.2	8	1	-1	-0.7	-0.2	-1.8	2
COCCn1c(NCc2ccccc2)nc2c1c(=O)[nH]c(=O)n2C	-17	-0.5	0	-2	0	0.3	-1.0	.	1
NC(=O)c1ccccc1NC(=O)/C=C/c1ccc(Cl)cc1	0	1.0	-12	2	6	0.7	i	.	-2
N#Cc1ncc(C(F)(F)F)cc1Sc1ccccc1N	1	2.8	1	-2	-3	0.1	i	.	-5
O=[N+]([O-])c1ccc(N=Nc2ccc(O)cc2O)cc1	6	-0.6	-9	-2	-3	-0.9	-0.3	.	-7
COc1ccc(S(=O)(=O)N2CCC(C(=O)NCCC(=O)NC3CC3)CC2)cc1	-5	-1.7	8	-2	11	-0.3	-0.6	-2.6	-3
COc1cc(NC(=O)COC(=O)c2ccccc2SCC(=O)N2CCCC2)cc(OC)c1	2	0.2	3	0	.	1.4	-1.4	1.2	12
CC(C)CN(C(=O)COC(=O)C1CC1)c1c(N)n(Cc2ccccc2)c(=O)[nH]c1=O	9	0.0	6	-5	.	-1.2	i	0.9	-4
Cc1ccc(N=C(N(C)C)P(=O)(N(C)C)N(C)C)cc1	-11	-0.4	3	-4	-1	-0.7	i	-0.8	3
Cc1ccc(NC(=O)CSCC(=O)N(C)CCOc2ccc(Cl)cc2)cc1	-4	-0.5	-1	0	.	1.8	-1.7	0.6	33
COc1ccc(CCN2CC(C(=O)NCc3ccco3)CC2=O)cc1OC (stereo unspecified)	-14	0.3	2	-4	-5	-0.2	i	.	13
O=C(CCCn1c(SCC(=O)NC2CCCCC2)nc2ccccc2c1=O)NCC1CCCO1 (stereo unspecified)	-2	-0.6	-3	-3	1	-0.2	-0.2	.	4
CCOC(=O)c1c(NC(=O)COC(=O)CNC(=O)c2ccc(Cl)cc2Cl)sc(C(=O)N(C)C)c1C	-17	0.9	-3	-2	.	-2.1	i	0.8	10
CCCC(C)(C)NC(=O)CCCCC(=O)NC(C)(C)CCC	-3	-1.0	-2	3	3	2.4	-0.4	.	-5
COC(=O)CNC(=O)Cn1c(=O)n(Cc2ccc(F)cc2)c(=O)c2sccc21	-11	-0.6	4	12	1	3.5	-3.8	1.5	-2
Cc1cc(Nc2ccccc2)c2c([N+](=O)[O-])c(C)cc(C)c2n1	15	-1.8	3	-4	-5	-0.6	i	.	19

Some of the entries so far, with each value named.
Molecule: O=C(NC1CCCCC1)C1CCN(S(=O)(=O)c2cccc3cccnc23)CC1
- SSB-PriA inh: -19
- PfHsp40 yeast: 0.2
- PrPC surface inh: 8
- Anthrax LF inh2: 1
- SARS 3CLpro inh: -1
- BoNT A protease: -0.7
- BH1578 lux ind: -0.2
- TcdB GH inh: -1.8
- Yp Topo-I inh: 2

Molecule: COc1cc(/C=N/Nc2ccc(S(N)(=O)=O)cc2[N+](=O)[O-])cc(OC)c1O
- SSB-PriA inh: .
- PfHsp40 yeast: 3.0
- PrPC surface inh: -46
- Anthrax LF inh2: -7
- SARS 3CLpro inh: -1
- BoNT A protease: -1.5
- BH1578 lux ind: i
- TcdB GH inh: 0.6
- Yp Topo-I inh: -15

Limited to Yp Topo-I inh, TcdB GH inh and SSB-PriA inh (4 entries from above):
structure | Yp Topo-I inh | TcdB GH inh | SSB-PriA inh
Cn1c(SCc2ccccc2F)nc2cccnc21 | -2 | . | -12
O=C(CSc1ccc([N+](=O)[O-])cc1)Nc1ccccc1N1CCOCC1 | -2 | -0.3 | -11
O=C(COC(=O)c1cccnc1)c1ccc(Cl)c(Cl)c1 | 1 | . | -14
Cc1cccc(NC(=S)N/N=C/c2c[nH]c3ccccc23)c1 | -8 | 1.2 | .
